# Screens (PubChem BioAssay)
# PMI inhibition – human PMI inhibitors, high substrate, primary screen, biochemical, fluorescence intensity, high mannose 6-phosphate (AID 1220) | recombinant PMI enzyme, coupled fluorescence intensity; higher % means a stronger effect | inhibition, % at 20 µM, or IC50 in µM where a hit was titrated | actives 0.66% (n = 190,000)
# M1AAP inhibition – malaria alanyl aminopeptidase activity blockers – biochemical, fluorogenic H-Leu-NHMec substrate, 1536-well (AID 1445). inhibition, % at 30 µM; hits with a dose series show IC50 in µM. actives 0.42% (n = 220,000). recombinant M1AAP, H-Leu-NHMec fluorogenic kinetic assay; higher % means a stronger effect;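 active means primary inhibition above the hit cutoff, then over 50% inhibition at one or more dose response concentrations, cut at about 23% in these data, passing the limit was not always enough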;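 further: plate controls were DMSO full reaction for no effect and no enzyme background for full effect; strong numbers were not always called active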
# Hep lipid drop – modulators of hepatic lipid droplet formation. AID 1656. actives 0.4% (n = 240,000). inhibition, % at 6.5 µM. AML12 mouse hepatocytes, oleate lipid droplets, BODIPY imaging;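 active means lipid droplet intensity inhibited by at least 50%, with more than 500 cells counted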
#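 material = mouse AML12 hepatocyte cell line, fixed after treatment | also added = 100 µM oleic acid challenge | doses = compound at 6.5 µM only | schedule = overnight exposure | technique = Image-based BODIPY and DAPI two-channel analysis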
# K1F lysis inhibition – protection from phage-mediated lysis, alamar blue read-out – E. coli UTI89, K1F phage, bacterial capsule biogenesis inhibitors (AID 488966); E. coli UTI89 K1F phage lysis, alamar blue, 2 h; higher % means a stronger effect; actives 0.02% (n = 340,000); inhibition, % at 100 µM; hits with a dose series show IC50 in µM;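 active means phage lysis inhibition, versus mean bacterial control, above a set limit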;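 further: capsule biogenesis inhibitors block K1F phage lysis so surviving cells raise fluorescence; higher fluorescence means more inhibition of phage lysis; actives were called in the ten point dose series up to 300 µM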
# TNAP activators – stimulation of alkaline phosphatase TNAP activity – biochemical, luminescent, no phosphate acceptor, uHTS, primary screen (AID 1001) | purified TNAP, luminescent activation assay, no phosphate acceptor; higher activation fold means a stronger effect | one-dose activation fold at 20 µM; EC50 in µM for titrated hits | actives 0.03% (n = 200,000); in the data active means activation fold from about 3, or a potency from the dose series; inactive means the rest, 99 in 100 with activation fold below about 1.6; further: many of its hits are not listed in these tables
# XIAP displacement – XIAP antagonists, biochemical, IAP family, fluorescence polarization (AID 1018). XIAP BIR domain, fluorescence polarization peptide displacement; higher % means a stronger effect. displacement, % at 20 µM; hits with a dose series show IC50 in µM. actives 0.007% (n = 200,000); in the data active means displacement above about 50%; further: a part of the inactive calls stands beside numbers as strong as those of hits
# human PMI inhibition – inhibitors of human PMI, primary screen, biochemical, fluorescence intensity, coupled assay (AID 1209) | purified PMI enzyme, coupled fluorescence intensity; higher % means a stronger effect | inhibition, % at 20 µM, or IC50 in µM where a hit was titrated | actives 0.42% (n = 190,000);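 further: plate controls were DMSO vehicle for no effect and wells lacking substrate for full effect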
# Siah-1 displacement – Siah-1 peptide-binding antagonists, primary screen, biochemical, fluorescence polarization, rhodamine-plectin, uHTS (AID 1817); displacement, % at 20 µM, or IC50 in µM where a hit was titrated; Siah-1 / rhodamine-plectin peptide fluorescence polarization; higher % means a stronger effect; actives 0.02% (n = 290,000);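 active means displacement of at least 50% at 20 µM, with a fluorescence ratio check between 0.3 and a set limit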;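 further: plate controls were Siah plus tracer with DMSO for no effect and tracer alone without Siah for full effect; strong numbers were not always called active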
# P. falciparum M17LAP – P. falciparum M17LAP inhibitors, primary screen, biochemical, fluorogenic H-Leu-NHMec substrate, 1536-well (AID 1619); one-dose inhibition, % at 30 µM; IC50 in µM for titrated hits; recombinant M17LAP, H-Leu-NHMec fluorogenic kinetic assay; higher % means a stronger effect; actives 0.38% (n = 220,000);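 active means compound inhibiting the enzyme by more than half at any dose during confirmatory dose-response retesting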;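 further: plate controls were full reaction with DMSO carrier for no effect and no enzyme background for full effect; strong numbers were not always called active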
# Hep lipid drop cells 6.5 µM – second read-out of Hep lipid drop, no call of its own (marks repeat the call); cell count; measured here: cell count, cytotoxicity flag;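 cells counted across two imaged fields per well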
# * = called active by the depositor; i = inactive; / = no result given; [ ] = dose if it differs, or a comment. Unless noted, no stated cut-off is given here; in the data, active means inhibition above about 50%; inactive means the rest. Hits appear at their usual frequency; overall some 1.9% were active at least once.
SMILES,Hep lipid drop cells 6.5 µM,Siah-1 displacement,human PMI inhibition,M1AAP inhibition,K1F lysis inhibition,TNAP activators,P. falciparum M17LAP,XIAP displacement,Hep lipid drop,PMI inhibition
COCC(=O)OCn1nnc2ccccc2c1=O,/,2%,5%,-1%,0.2%,1,3%,-3.8%,/,12%
CCN1CCN(c2nc3sc4c(c3c3ncnn23)CC(C)CC4)CC1 (stereo not given),/,1%,-1%,6%,0.1%,1.1,4%,3.4%,/,2%
COc1cc(/C=C2\C(=O)NN(c3ccccc3)C2=O)ccc1OCC(N)=O,714,8%,-19%,5%,/,1,13%,-5.7%,3,6%
Cc1cc(C)n2cc(COc3ccc4ccccc4c3)nc2n1,707,3%,-2%,2%,5.0%,1.1,-6%,-7.7%,-2,6%
O=C1/C(=C/c2cccnc2)Oc2cc(OS(=O)(=O)c3ccc(Cl)cc3)ccc21,894,-5%,2%,2%,1.1%,1.1,-3%,-11%,-24,-3%
CCc1ccccc1N1CC23C=CC(O2)C(C(=O)O)C3C1=O (stereo not given),623,-2%,4%,2%,2.4%,1.2,1%,-1.3%,2,0%
O=C(NCC1CCCO1)C(=O)N/N=C/c1ccc(O)c(Cl)c1 (stereo not given),/,0%,/,8%,0.4%,/,0%,/,/,/
O=C(NCC1CCCO1)C1CCN(S(=O)(=O)c2cccnc2)CC1 (stereo not given),/,7%,8%,8%,0.1%[50 µM],1,17%,-22%,/,13%
CC(=O)NS(=O)(=O)c1ccc(NC(=O)CCc2ccccc2)cc1,724,-7%,-10%,4%,0.7%,1,0%,-5.0%,20,-18%
CN1c2ccccc2C(C)(C)C12C=Cc1cc(O)ccc1O2 (stereo not given),/,-2%,18%,11%,5.1%,0.5,4%,-11%,/,32%
CCC(C)c1ccccc1NC(=O)COC(=O)c1ccc2c(c1)S(=O)(=O)c1ccccc1C2=O (stereo not given),599,4%,10%,0%,1.1%[50 µM],1.1,-4%,-8.6%,-32,5%
CC(C)CNC(=O)c1cccc(Cn2cc(Cl)cn2)c1,/,3%,7%,-12%,-0.2%,1.1,-2%,-0.4%,/,6%
O=C(Nc1cscc1S(=O)(=O)c1ccc(Cl)cc1)c1ccccc1Cl,646,-4%,/,-3%,/,/,-3%,/,-4,/
CC(=O)NC(CCS(C)(=O)=O)C(=O)Nc1ccc(Oc2ccccc2)cc1 (stereo not given),691,-3%,-3%,16%,0.6%,1.1,7%,-1.9%,-1,-13%
COc1ccccc1CNC(=O)C1CC(c2ccccc2C(F)(F)F)=NO1 (stereo not given),709,8%,/,2%,0.3%,/,-3%,/,-17,/
Cc1nn(C)c(C)c1S(=O)(=O)N(CC(=O)NCc1ccco1)c1ccc(C(C)C)cc1,787,2%,-2%,-1%,/,1.1,1%,-0.7%,19,-1%
N=c1n(CCN2CCCCC2)c2ccccc2n1CC(O)c1cccc(Br)c1 (stereo not given),/,2%,1%,4%,i,1.1,7%,-5.3%,/,-6%
CCOC(=O)c1cnc(SCc2cccc(C)c2)nc1N,686,-4%,14%,-3%,-0.3%,1,-1%,-3.2%,3,11%
COc1ccc(-c2ccc(SCC(=O)c3ccccc3)nn2)cc1OC,679,4%,0%,5%,0.1%,1,4%,-3.4%,-1,0%
Cc1cc(C)cc(OCCNC(=O)C(C)N2C(=O)c3ccccc3C2=O)c1 (stereo not given),718,1%,0%,0%,-0.2%,1.1,3%,-6.8%,3,0%
O=C(O)C1CSC(c2ccncc2)N1 (stereo not given),664,-3%,10%,5%,0.4%,1.1,9%,-0.8%,6,9%
COC(=O)C1=C(C)N(CCc2c[nH]c3ccccc23)C(=O)/C1=C\N(C)C,726,6%,-7%,8%,-0.3%,1.1,7%,-7.3%,-5,0%
Cc1noc(C)c1S(=O)(=O)Nc1ccc(C(=O)N2CCN(c3ccc(F)cc3)CC2)cc1,721,-5%,-12%,1%,-0.3%,1.1,0%,0.0%,6,-11%
CSc1nc(-c2ccc(C)cc2)[nH]c1S(=O)(=O)c1ccccc1,/,2%,-10%,3%,3.8%,1.1,-1%,-1.8%,/,-8%
O=C1CN(C(=O)CSc2nc3ccccc3c(=O)n2Cc2ccc(F)cc2)c2ccccc2N1,628,-4%,7%,14%,0.3%,1.1,-11%,0.0%,-2,8%
COc1ccc(NC(=O)CSc2nnc(-c3ccccn3)n2N)c(OC)c1,/,2%,4%,-4%,0.5%,1.1,6%,-1.3%,/,2%
CCOC(=O)c1c(NC(=O)COC(=O)CNC(=O)c2ccco2)sc(C)c1C,624,9%,7%,-1%,1.3%[50 µM],1.1,16%,-6.7%,-9,-1%
Fc1ccc(CNCCC(Cc2ccccc2)c2ccco2)cc1 (stereo not given),656,1%,/,0%,1.1%,/,-9%,/,-7,/
CC1(C)Cc2[nH]c(=O)c(C#N)cc2CS1,/,3%,-1%,2%,0.1%,1.1,-5%,-4.5%,/,-2%
CCC(=O)N1CCc2cc(S(=O)(=O)NC(C(=O)Nc3cccc(C)n3)C(C)C)ccc21 (stereo not given),/,-3%,-11%,-1%,0.3%,1,10%,-5.9%,/,-9%
CNC(=O)c1[nH]cnc1C(=O)N[C@@H](Cc1ccccc1)C(=O)OCc1ccccc1,692,-4%,12%,-13%,-1.1%,1.1,-6%,-3.9%,3,5%
CC(C)C(=O)N/N=C/c1ccc(OCc2ccccc2)cc1,/,4%,8%,1%,0.4%,1.1,5%,-18%,/,7%
COc1ccc(C(=O)C2CCN(C(=S)NCCc3ccccc3)CC2)cc1,720,6%,-10%,1%,0.0%,1.1,-4%,-3.8%,-8,-13%
O=C(CN1C(=O)c2ccccc2S1(=O)=O)N1CCN(c2ccccc2)CC1,700,-4%,-18%,4%,-0.6%,1.1,-1%,-5.7%,-14,-31%
Cc1ccc(S(=O)(=O)N2CCC(=O)N(C(COCc3ccc(C(F)(F)F)cc3)Cc3ccccc3)CC2)cc1 (stereo not given),704,2%,0%,-2%,1.2%,1,4%,-5.0%,-73,1%
Cc1ccc(N=Cc2nc(-c3ccc(C)cc3)oc2O)cc1,702,-2%,0%,0%,-0.5%,1.1,2%,-9.7%,3,7%
Cc1cc(C(=O)Cn2nnc3ccccc3c2=O)c(C)n1-c1c(C)n(C)n(-c2ccccc2)c1=O,/,-1%,2%,10%,0.6%,1.1,14%,-1.5%,/,4%
O=C(c1ccccc1/S(=N/S(=O)(=O)c1ccccc1)N1CCOCC1)N1CCOCC1 (stereo not given),722,-1%,9%,1%,-0.2%,1.1,7%,-3.5%,-1,6%
N=C1/C(=C/c2ccc(OC(=O)c3ccco3)cc2)C(=O)N=C2SC=CN12,673,1%,-3%,7%,0.3%,1.1,7%,-7.4%,-16,0%
COCCNc1nnc(SCC(=O)c2ccc3c(c2)OCO3)s1,/,0%,-4%,4%,0.1%,1,8%,-5.7%,/,-11%
O=C(/C=C/c1cccs1)c1ccc(NC(=O)c2cccc(Br)c2)cc1,704,3%,22%,7%,0.7%,1.1,1%,-3.8%,18,24%
Cc1ccc(NC(=O)Cn2nnc(C(=O)NCc3ccccc3)c2N)cc1C,692,4%,4%,-3%,0.9%,1.1,-5%,-2.3%,-18,0%
NC(=O)N/N=C\c1cccs1,623,-2%,/,-4%,/,/,2%,/,-6,/
COC(=O)C1=C(C)NC(=S)NC1c1ccc(-c2cccc(Cl)c2)o1 (stereo not given),638,9%,-8%,5%,1.5%[50 µM],0.9,7%,-8.5%,22,-11%
Cc1ccc(S(=O)(=O)N2CC(O)CC2C(=O)OCc2nc3sc(C)c(C)c3c(=O)[nH]2)cc1 (stereo not given),666,5%,4%,1%,11%,1.1,6%,-5.4%,6,7%
CC1CC(=O)C2=C(C1)OC(N)=C(C#N)C2c1coc2ccccc2c1=O (stereo not given),659,1%,12%,2%,-0.2%,1,8%,-2.6%,-3,-3%
Cc1cc(Cl)ccc1OCc1n[nH]c(=S)n1C1CCCCC1,568,3%,26%,-5%,-0.4%,0.8,8%,-11%,-17,23%
O=C(COc1ccc2ccccc2c1)Nc1nccs1,706,4%,1%,1%,0.3%,1,-2%,-1.4%,-26,5%
O=C(Nc1nc2ccccc2s1)c1ccc(OCC2CCCO2)cc1 (stereo not given),580*,5%,20%,2%,3.4%,1,6%,-13%,52*,14%
O=C(CCC(=O)N/N=C/c1cc(Cl)cc(Cl)c1O)NCc1ccccc1,699,-4%,13%,35%,-1.0%,1,17%,-5.2%,-10,18%
CCNC(=O)N1CCN(C(=O)NCC)CC1,665,-6%,-4%,17%,1.2%,1,11%,-12%,0,-1%
COc1ccc(CCNC(=O)CSc2nn(-c3ccccc3)c(=S)s2)cc1,669,7%,/,1%,0.3%,/,13%,/,-1,/
C/C=C/C(=O)OCC(=O)NC(=O)NC(C)C,694,0%,-7%,-3%,6.5%,1.1,-8%,-2.9%,-12,-10%
COc1cc(/C=N/NC(=O)CCn2c3ccccc3c3ccccc32)ccc1O,629,0%,23%,3%,3.8%,1.1,-7%,2.3%,-5,20%
O=C1N=C(N2CCOCC2)S/C1=C\C=C/c1ccccc1,/,2%,-2%,16%,0.1%,1.1,28%,-5.6%,/,11%
O=C(COC(=O)c1cc[n+]([O-])cc1)Nc1cccc(Cl)c1Cl,660,0%,-9%,-2%,-0.9%,1.1,5%,-7.1%,-6,-5%
N#Cc1cn(CC(=O)NCc2cccnc2)c2ccccc12,716,0%,0%,-4%,0.1%,1.1,7%,-0.3%,-1,-4%
CCOc1ccc(Nc2nc(Cc3nnc(SCC(=O)c4ccc(C)c(C)c4)o3)cs2)cc1,738,2%,14%,3%,0.1%,1.1,34%,-2.1%,0,12%
